TexasRed fluor = Texas Red fluorescence interference in TRb-SRC2 counter-screen | 0.29% of 280,000 active | TRb/SRC2 Texas Red total fluorescence interference | AID 1479 | Potency, µM (doses to about 106 µM), without a hit: at the highest dose fluorescence change, negative = quenching; active = well fitted curve in either direction with a large enough effect; inconclusive = small, poorly fitted or top-dose-only effect; also: % is scaled to controls: 0 for no effect and ±100 for the full control effect
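Human TRb ligand-binding domain at 0.6 uM with 20 nM Texas Red SRC2 peptide in Tris buffer containing 1 uM T3 and 5% DMSO, incubated with compound 5 h at ambient temperature. Total fluorescence (555/632 nm) calculated as parallel + 2 × perpendicular.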
Lamin A splicing = LMNA splicing modulation | Potency, µM (titrated, usually from 46.1 µM), for inactives: top-dose ratio change, negative = inhibition, hits mostly inhibitors | 0.01% of 200,000 active | AID 1487 | HeLa LMNA splicing GFP/RFP minigene ratio, 48 h; active = well fitted inhibition curve with a large enough effect in the signal ratio, with a control signal flat, not every such curve was filed as active; inconclusive = small, poorly fitted or top-dose-only effect, or effect the other way, or a change in a side signal; the % refers to the signal ratio; also: % is scaled to controls: 0 for no effect and ±100 for the full control effect
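S3 HeLa cells stably expressing lamin A-EGFP splicing minigene plus DsRed2, 600 cells/well, 48 h compound exposure at 37C. Laser-scanning cytometry; analysed as GFP (500-530 nm)/RFP (575-640 nm) total intensity ratio; 0.5% DMSO vehicle.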
TRb-SRC2 inh = disrupts binding of human TR beta to SRC2. P10828. TRbeta-SRC2 peptide binding, fluorescence polarization; receptor liganded with 1 µM T3. Potency, µM (doses to about 106 µM), for inactives: top-dose activity change, negative = inhibition, most hits filed as inhibitors. 0.065% of 280,000 active. AID 1469;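 also: plate controls were bound peptide for no effect and peptide without receptor for full effect; nearly all actives have a fitted effect of over 50% in size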
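A fluorescence polarization screen tested compounds at multiple concentrations against complex formation between 0.6 uM TRb ligand-binding domain and 20 nM Texas Red SRC2 peptide, with 1 uM T3 present; readout after 5 hr.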
GoLoco inh red = inhibitors of human Gai1-RGS12 GoLoco interaction (red fluorophore). Potency, µM (top dose mostly 61.6 µM), for inactives: top-dose activity, negative = inhibition, actives largely listed as inhibitors. Gai1:RGS12 GoLoco peptide FP, rhodamine, 10 min. 0.44% of 230,000 active. P63096. AID 880; active = well fitted inhibition curve with a large enough effect, not every such curve was filed as active; inactive = no such curve, though single readings can be large or run the other way; also: % is scaled to controls: 0 for no effect and ±100 for the full control effect; nearly all actives have a fitted effect of over 30% in size; many of its hits are not listed in these tables
Target sequence (P63096 whole entry, looked up): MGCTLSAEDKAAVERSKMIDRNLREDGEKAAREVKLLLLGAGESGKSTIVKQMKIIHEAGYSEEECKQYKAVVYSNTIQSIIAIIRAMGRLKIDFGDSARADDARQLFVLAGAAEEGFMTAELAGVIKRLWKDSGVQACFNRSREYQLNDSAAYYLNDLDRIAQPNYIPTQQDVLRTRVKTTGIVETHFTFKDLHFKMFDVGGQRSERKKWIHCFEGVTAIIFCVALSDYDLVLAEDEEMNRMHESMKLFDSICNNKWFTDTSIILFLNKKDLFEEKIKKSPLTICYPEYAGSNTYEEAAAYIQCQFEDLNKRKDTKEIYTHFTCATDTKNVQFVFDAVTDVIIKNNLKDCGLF
SMN2 splice enh = SMN2 splice variant enhancement; HEK293 SMN2-luciferase splicing reporter, luminescence, 30-36 h; Potency, µM (series often up to 46.1 µM), inactives show at the top dose activity change, positive = activation, usual class: activators; 2.8% of 210,000 active; also: % of control where 0% means no effect; nearly all actives have a fitted effect of over 55% in size
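qHTS luciferase splicing reporter: luminescence rises when SMN2 exon 7 is included in transfected HEK293 cells. Compound exposure lasted 30-36 h at 37C, with 4.5 mM final sodium butyrate as control, followed by a ONE-Glo read.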
ALDH1A1 block = blocks purified human ALDH1A1 activity. P00352. Purified ALDH1A1, NADH fluorescence, propionaldehyde substrate. Potency, µM (highest dose often 75.3 µM), without a hit: at the highest dose activity, negative = inhibition, most hits filed as inhibitors. 7.3% of 220,000 active; active = well fitted inhibition curve with a large enough effect, not every such curve was filed as active; inconclusive = small, poorly fitted or top-dose-only effect, or another doubt; inactive = no such curve, though single readings can be large or run the other way;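 also: plate controls were no enzyme wells and a reference inhibitor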
Target sequence (P00352 whole entry, looked up): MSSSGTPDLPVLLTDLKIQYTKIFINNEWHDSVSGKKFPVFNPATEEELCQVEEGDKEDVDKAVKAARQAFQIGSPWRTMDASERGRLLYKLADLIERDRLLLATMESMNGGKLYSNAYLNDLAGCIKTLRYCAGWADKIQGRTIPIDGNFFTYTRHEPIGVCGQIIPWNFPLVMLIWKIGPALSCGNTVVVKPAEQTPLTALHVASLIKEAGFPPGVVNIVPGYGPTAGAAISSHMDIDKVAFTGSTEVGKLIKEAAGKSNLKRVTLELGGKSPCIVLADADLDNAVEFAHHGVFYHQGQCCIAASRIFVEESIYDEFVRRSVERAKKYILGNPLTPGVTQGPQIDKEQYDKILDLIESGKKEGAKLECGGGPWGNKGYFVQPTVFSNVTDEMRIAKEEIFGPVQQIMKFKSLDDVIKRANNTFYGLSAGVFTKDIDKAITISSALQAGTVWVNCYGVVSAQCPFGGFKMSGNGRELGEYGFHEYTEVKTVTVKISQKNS
RECQ1 inh = blocks DNA unwinding by human RECQ1; P46063; 0.54% of 240,000 active; RECQ1 DNA unwinding, red fluorescence kinetic read; Potency, µM (series often up to 57.3 µM), for the others: at the top dose activity, negative = inhibition, hits mostly inhibitors; AID 2549;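 also: plate controls were vehicle for no effect and no enzyme for full effect; nearly all actives have a fitted effect of over 30% in size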
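50 nM RECQ1T1 preincubated 15 min with compound in Tris pH 8.0 buffer with MgCl2, DTT, Tween-20 and 2.5 ug/ml poly(dI-dC); started with 200 nM TAMRA/BHQ-2 forked duplex and 2 mM ATP. Unwinding read as fluorescence (525/598 nm), two reads 2 h apart.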
JMJD2E inh = inhibitors of human JMJD2E histone demethylase; B2RXH2; JMJD2E catalytic domain, FDH-coupled NADH fluorescence (FDH is formaldehyde dehydrogenase); Potency, µM (highest dose often 57.1 µM), for inactives: at the top dose activity change, negative = inhibition, hits mostly inhibitors; 1.6% of 230,000 active; active = well fitted inhibition curve with a large enough effect, not every such curve was filed as active; inconclusive = small, poorly fitted or top-dose-only effect, or another doubt; inactive = no such curve, though single readings can be large or run the other way;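 also: 0% = wells with enzyme and -100% = buffer wells without enzyme; nearly all actives have a fitted effect of over 50% in size; many of its hits are not listed in these tables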
An asterisk follows results filed as active; [ ] = another dose, or the depositor's remark. Unless noted, calls follow the shape of the dose curve; as a rule, active = well fitted curve in the direction sought with a large enough effect; inconclusive = small, poorly fitted or top-dose-only effect, or another doubt; inactive = no such curve, though single readings can be large; an effect the other way counts as inactive or inconclusive. Potency is read from the fitted curve at half-maximal effect.

Results for O=C(CCc1nnc(-c2ccc3c(c2)OCO3)o1)NC(c1ccccn1)C(F)(F)F (configuration not stated) ?
TexasRed fluor: -11.5%; TRb-SRC2 inh: 5.2%; GoLoco inh red: 10.8%; ALDH1A1 block: inconclusive; RECQ1 inh: inactive; JMJD2E inh: -8.3%

Results for Cc1ccc(S(=O)(=O)N2CCCCC2)cc1NC(=O)COC(=O)c1c(F)cccc1F ?
TexasRed fluor: -8.4%; Lamin A splicing: 2.8%[46 µM]; TRb-SRC2 inh: -2.9%; GoLoco inh red: 7.8%; SMN2 splice enh: 12.2%; ALDH1A1 block: inconclusive; RECQ1 inh: -18.6%; JMJD2E inh: -1.0%

How did O=C(CN1CCCCC1)Nc1ccc(NC(=O)c2ccc(Cl)cc2)cc1Cl do in these assays?
TexasRed fluor: 2.6%; Lamin A splicing: 1.9%; TRb-SRC2 inh: -1.2%; GoLoco inh red: -8.8%; SMN2 splice enh: -27.7%; ALDH1A1 block: inconclusive; RECQ1 inh: 8.8%; JMJD2E inh: inconclusive

How did Cc1ccc(N(C)S(=O)(=O)c2cccc(C(=O)Nc3nc4ccccc4[nH]3)c2)cc1 do in these assays?
TexasRed fluor: -2.8%; Lamin A splicing: inconclusive; TRb-SRC2 inh: -3.4%; GoLoco inh red: 7.5%; SMN2 splice enh: -57.0%[inhibitor]; ALDH1A1 block: inconclusive; RECQ1 inh: -14.0%; JMJD2E inh: 4.1%

Results for C=C(C)C(=O)Nc1cccnc1Oc1ccc(F)cc1F ?
TexasRed fluor: -3.7%; TRb-SRC2 inh: 2.5%; GoLoco inh red: 6.8%; RECQ1 inh: -2.9%; JMJD2E inh: -13.0%

Results for O=C(CN1CCN(S(=O)(=O)c2ccc(F)cc2)CC1)Nc1ccc2c(c1)OCO2 ?
TexasRed fluor: -4.8%; Lamin A splicing: -5.1%; TRb-SRC2 inh: 1.1%; GoLoco inh red: 8.1%; SMN2 splice enh: -20.4%; ALDH1A1 block: -2.2%; RECQ1 inh: -13.8%; JMJD2E inh: 2.1%

How did COc1cc(OC)cc(C(=O)n2nc(C)cc2C)c1 do in these assays?
TexasRed fluor: -2.6%; Lamin A splicing: -11.1%; TRb-SRC2 inh: -5.4%; GoLoco inh red: 7.4%; SMN2 splice enh: 2.8%; ALDH1A1 block: -6.4%; RECQ1 inh: 2.7%; JMJD2E inh: -4.6%

How did COc1cc(CCC(=O)OCC(=O)Nc2ccc(C(N)=O)cc2)cc(OC)c1OC do in these assays?
TexasRed fluor: -5.1%; Lamin A splicing: -6.6%[46 µM]; TRb-SRC2 inh: -1.3%; GoLoco inh red: 18.2%; SMN2 splice enh: 11.0%; ALDH1A1 block: 2.3%; RECQ1 inh: -11.6%; JMJD2E inh: -2.3%

What do the screens show for `CCOC(=O)c1cc(-c2ccccc2)n(CC(=O)O)c1C`?
TexasRed fluor: -0.3%; Lamin A splicing: 12.8%; TRb-SRC2 inh: 7.5%; GoLoco inh red: -23.2%; SMN2 splice enh: inconclusive; ALDH1A1 block: inconclusive; RECQ1 inh: 10.6%; JMJD2E inh: 2.8%

How did Cc1noc(NS(=O)(=O)c2ccc(NC(=O)CCn3c(=O)oc4ccccc43)cc2)c1C do in these assays?
TexasRed fluor: -3.8%; Lamin A splicing: -0.7%; TRb-SRC2 inh: 5.0%; GoLoco inh red: -16.4%; SMN2 splice enh: inconclusive; ALDH1A1 block: 3.98µM*; RECQ1 inh: -5.4%; JMJD2E inh: 1.1%

How did Cn1c(=O)c2cc(NCc3ccccc3)nnc2n(C)c1=O do in these assays?
TexasRed fluor: 1.3%; Lamin A splicing: 16.8%; TRb-SRC2 inh: 4.3%; GoLoco inh red: -132.1%; SMN2 splice enh: -29.9%; ALDH1A1 block: inconclusive; RECQ1 inh: 4.9%; JMJD2E inh: -2.4%

What do the screens show for `CC1CCC(C(C)C)C(OC(=O)Cn2c(-c3ccc(Cl)cc3)[n+](C)c3ccccc32)C1` (configuration not stated)?
TexasRed fluor: -7.6%; TRb-SRC2 inh: -7.0%; GoLoco inh red: 3.5%; RECQ1 inh: -2.0%; JMJD2E inh: -20.8%

How did Cc1c(C(N)=O)sc2ncn(CC(=O)N3CCC(C)CC3)c(=O)c12 do in these assays?
TexasRed fluor: -0.6%; Lamin A splicing: 3.9%; TRb-SRC2 inh: 11.3%; GoLoco inh red: 11.1%; SMN2 splice enh: inconclusive; ALDH1A1 block: -6.5%; RECQ1 inh: -10.2%; JMJD2E inh: -0.7%

How did Cc1ccc(C(=O)N(Cc2cccnc2)Cc2cc3cc(C)ccc3n3nnnc23)cc1 do in these assays?
TexasRed fluor: -5.6%; TRb-SRC2 inh: -4.7%; GoLoco inh red: -20.1%; SMN2 splice enh: -9.8%; ALDH1A1 block: 8.4%; RECQ1 inh: 0.8%; JMJD2E inh: 12.3%

How did O=C(c1ccco1)N1CCN(C(=O)c2ccccc2NS(=O)(=O)c2ccc(F)cc2)CC1 do in these assays?
TexasRed fluor: -3.2%; TRb-SRC2 inh: -1.7%; GoLoco inh red: 1.1%; ALDH1A1 block: 2.1%; RECQ1 inh: -1.9%; JMJD2E inh: -6.1%

Results for CCOc1ccc(Cc2nnc(SCC(=O)c3ccc(OC)cc3)o2)cc1 ?
TexasRed fluor: -2.5%; Lamin A splicing: inconclusive; TRb-SRC2 inh: -3.9%; GoLoco inh red: 5.7%; SMN2 splice enh: -25.0%; ALDH1A1 block: inconclusive; RECQ1 inh: -6.1%; JMJD2E inh: -5.4%

Results for CC(NC(=O)c1ccc(Br)cc1)c1ccccc1 (configuration not stated) ?
TexasRed fluor: -0.1%; Lamin A splicing: inconclusive; TRb-SRC2 inh: -11.8%; GoLoco inh red: -0.4%; SMN2 splice enh: -20.0%; ALDH1A1 block: 11.2µM*; RECQ1 inh: -3.6%; JMJD2E inh: -3.9%

What do the screens show for `Cc1ccccc1N1CCN(C(=O)c2ccccc2NC(=O)C2CC=CCC2C(=O)O)CC1` (configuration not stated)?
TexasRed fluor: -0.1%; Lamin A splicing: -3.2%; TRb-SRC2 inh: -1.5%; GoLoco inh red: 5.3%; SMN2 splice enh: -3.5%; ALDH1A1 block: 11.7%; RECQ1 inh: inactive; JMJD2E inh: -0.5%

What do the screens show for `Cc1ccc(NC(=O)CN(c2ccc(Cl)cc2)S(=O)(=O)c2cc([N+](=O)[O-])ccc2Cl)c(C)c1`?
TexasRed fluor: -2.8%; Lamin A splicing: 10.2%[46 µM]; TRb-SRC2 inh: 0.4%; GoLoco inh red: 10.8%; SMN2 splice enh: -15.8%; ALDH1A1 block: inconclusive; RECQ1 inh: inactive; JMJD2E inh: -1.3%

How did COc1ccc(C(=O)NNC(=O)C(=O)NC(C)c2ccccc2)cc1OC (configuration not stated) do in these assays?
TexasRed fluor: -1.1%; TRb-SRC2 inh: 3.9%; GoLoco inh red: -7.2%; SMN2 splice enh: -11.2%; ALDH1A1 block: -10.0%; RECQ1 inh: -10.5%; JMJD2E inh: 6.8%

What do the screens show for `O=C(CCn1c2c(c3ccccc31)CCCC2)NNC(=O)c1cccc([N+](=O)[O-])c1`?
TexasRed fluor: 2.2%; Lamin A splicing: -17.6%; TRb-SRC2 inh: 1.0%; GoLoco inh red: 11.1%; SMN2 splice enh: -5.1%; ALDH1A1 block: 0.2%; RECQ1 inh: inactive; JMJD2E inh: -0.2%

What do the screens show for `C[N+]1=C(/C=C/Nc2ccccc2Cl)C(C)(C)c2ccccc21`?
TexasRed fluor: 44.7µM*[fluorescent]; Lamin A splicing: inconclusive; TRb-SRC2 inh: inconclusive; GoLoco inh red: 229.7%[activator]; SMN2 splice enh: -5.9%[1.84 µM]; ALDH1A1 block: inconclusive; RECQ1 inh: inconclusive; JMJD2E inh: -9.3%

How did O=[N+]([O-])c1cc(/C=N/O)ccc1Oc1ccccc1Cl do in these assays?
TexasRed fluor: 1.1%; TRb-SRC2 inh: 3.9%; GoLoco inh red: 12.0%; SMN2 splice enh: 1.4%; ALDH1A1 block: -3.4%; RECQ1 inh: 14.4%; JMJD2E inh: -1.7%

Results for COc1ccc(-c2cc3nc(C)c(CCC(=O)NC(C)CCc4ccco4)c(C)n3n2)c(OC)c1 (configuration not stated) ?
TexasRed fluor: -0.1%; Lamin A splicing: 0.2%; TRb-SRC2 inh: -5.5%; GoLoco inh red: 13.1%; SMN2 splice enh: -7.9%; ALDH1A1 block: inconclusive; RECQ1 inh: -3.7%; JMJD2E inh: inconclusive

Results for COC1=CC(C)C2CC3OC(=O)CC4C(C)=C(OC)C(=O)C([C@]2(C)C1=O)[C@]34C (some centres not stated) ?
TexasRed fluor: 1.2%; Lamin A splicing: -5.1%; TRb-SRC2 inh: -0.8%; GoLoco inh red: 4.3%; SMN2 splice enh: 1.0%; ALDH1A1 block: 11.9%; RECQ1 inh: 9.8%; JMJD2E inh: 8.7%

Results for CCc1ccc(N(CC(=O)NC)S(C)(=O)=O)cc1 ?
TexasRed fluor: -3.4%; Lamin A splicing: 2.3%; TRb-SRC2 inh: -9.3%; GoLoco inh red: 1.9%; SMN2 splice enh: -0.2%; ALDH1A1 block: 2.8%; RECQ1 inh: -3.8%; JMJD2E inh: -6.8%

How did Cc1ccc(Cl)cc1NC(=O)N(C)CCO do in these assays?
TexasRed fluor: -4.2%; TRb-SRC2 inh: 0.6%; GoLoco inh red: 15.5%; ALDH1A1 block: -1.0%; RECQ1 inh: -7.8%; JMJD2E inh: 11.6%

What do the screens show for `COC(=O)[C@H](Cc1ccccc1)NC(=O)[C@@H](C)CO`?
TexasRed fluor: inconclusive; TRb-SRC2 inh: -10.9%[11.2 µM]; ALDH1A1 block: inconclusive; RECQ1 inh: -3.8%[11.5 µM]

Results for Cc1cc(C2CCCCC2)n(O)c(=O)c1 ?
TexasRed fluor: 0.5%; Lamin A splicing: inconclusive; TRb-SRC2 inh: 5.8%; GoLoco inh red: 14.7%; SMN2 splice enh: -89.7%[inhibitor]; ALDH1A1 block: 3.8%; RECQ1 inh: -16.2%; JMJD2E inh: 10µM*

What do the screens show for `Cc1cc(F)ccc1N1CCC(N2CCN(C(C)C)C(CCO)C2)CC1` (configuration not stated)?
TexasRed fluor: 0.9%; TRb-SRC2 inh: -2.8%; GoLoco inh red: 4.9%; ALDH1A1 block: -8.3%; RECQ1 inh: -8.6%; JMJD2E inh: -2.5%

A portion of the library; the hit share may differ from the screen's.
